Screening results: PubChem BioAssay, several laboratories
MT1-MMP act inh – blockers of MT1-MMP proenzyme processing, primary screen, HT1080 RFP-PRO-GFP cells, GFP/RFP fluorescence; AID 651647, 2012; GFP/RFP ratio fluorescence, overnight; percent of plate control window, DMSO zero; 0.061% of 360,000 active; Matrix metalloproteinase-14 (Homo sapiens), P50281; GFP/RFP ratio change, % at 20 µM;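 active means GFP/RFP ratio change of at least 30% with cell ATP level not reduced by more than half and red fluorescence within 50% of control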; further: strong numbers were not always called active
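Assay system: HT1080 RFP-PRO-GFP cells | Dosing: 20 µM single dose, 1% DMSO | Incubation: Cells overnight before dosing, compound overnight, 37 °C, 5% CO2 | Evaluation: GFP/RFP fluorescence ratio | Control set: DMSO-only wells and HT1080 RFP-L50D-GFP cell wells as references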
PABP1 MLLE inh – inhibitors of PABP1 MLLE–PAM2 peptide binding, primary screen, biochemical, fluorescence polarization, FITC-PAM2, GST-MLLE. Polyadenylate-binding protein 1 (Homo sapiens), P11940. 0.36% of 360,000 active. inhibition, % at 20 µM; in the data active means inhibition above about 35%, passing the limit was not always enough;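 further: plate controls were DMSO wells with GST-MLLE for no effect and wells lacking GST-MLLE protein for full effect; some results filed as inactive read as strong as hits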
Rin1-Abl PPI inh – inhibitors of Rin1-Abl protein binding, primary screen, biochemical, TR-FRET | inhibition, % at 7.35 µM | 0.4% of 360,000 active | Tyrosine-protein kinase ABL1 (Homo sapiens) + Ras and Rab interactor 1 (Homo sapiens), …; in the data active means inhibition above about 5%, passing the limit was not always enough
Rpn11 inh – Rpn11 (PSMD14) deubiquitinase inhibitors, primary screen, biochemical, fluorescence polarization, uHTS. 26S proteasome non-ATPase regulatory subunit 14 (Homo sapiens), O00487. human 26S proteasome, Ub4-pepOG fluorescence polarization; 20S core pre-blocked with epoxomicin. calls only at 20 µM. 0.59% of 360,000 active. AID 588493, 2011;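 active means inhibition at 20 µM, scaled to each plate's controls, above about 33%, limit read from the data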
MsrA act – bovine MsrA enzyme activators, primary screen, biochemical, absorbance, HTS; purified bovine MsrA, absorbance read-out; AID 602163, 2012; activation, % at 10.6 µM; 0.3% of 360,000 active; in the data active means activation above about 7.5%;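 further: 0% = vehicle and 100% = reference activator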
FAS TE block – FAS thioesterase domain inhibitors, primary screen, biochemical, fluorescence intensity, uHTS; recombinant FAS-TE, OMFH fluorogenic substrate, fluorescence endpoint; inhibition, % at 15 µM; 0.67% of 360,000 active;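 active means compounds whose normalised, plate-corrected inhibition of enzyme fluorescence in the single-dose primary screen is 50% or more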;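 further: 0% = DMSO with enzyme and 100% = substrate without enzyme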
CSN deneddyl inh – inhibitors of CSN-mediated cullin deneddylation, primary screen, biochemical, fluorescence polarization, uHTS. Purified CSN, SCF-Nedd8-OG deneddylation. COP9 signalosome complex subunit 5 (Homo sapiens), Q92905. 0.38% of 360,000 active. inhibition, % at 12.5 µM. AID 651999, 2013;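 active means pattern-corrected inhibition above about 35%, with an unprinted fluorescence ratio check between 0.5 and 1.5, limit read from the data, passing the limit was not always enough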;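 further: 0% = enzyme with substrate and 100% = substrate without enzyme; some results filed as inactive read as strong as hits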
Target sequence (Q92905 whole entry, looked up, one chain of several): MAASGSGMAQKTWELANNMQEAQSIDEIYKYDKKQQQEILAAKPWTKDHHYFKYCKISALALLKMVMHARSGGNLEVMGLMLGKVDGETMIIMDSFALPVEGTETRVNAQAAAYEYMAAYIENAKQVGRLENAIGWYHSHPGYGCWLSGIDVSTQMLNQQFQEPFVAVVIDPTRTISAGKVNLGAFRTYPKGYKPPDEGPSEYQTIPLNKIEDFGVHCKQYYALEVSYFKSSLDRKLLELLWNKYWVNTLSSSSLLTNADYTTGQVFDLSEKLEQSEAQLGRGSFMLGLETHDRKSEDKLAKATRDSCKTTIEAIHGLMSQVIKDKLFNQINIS
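Material: purified human Csn5 enzyme expressed in HEK293T cells / Medium: Tris buffer pH 7.5, NaCl, DTT, Tween-20, trehalose, ovalbumin / Compound dosing: 12.5 µM single point / Schedule: 90 min incubation of compound, enzyme and substrate at room temperature / Signal: fluorescence polarization of the substrate / Control set: no-enzyme wells high, enzyme-with-substrate wells low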
E coli Lon inh – inhibitors of E. coli Lon protease, primary screen, biochemical, fluorescence polarization; 0.42% of 360,000 active; P0A9M0; purified E. coli Lon protease; inhibition, % at 7.94 µM; AID 602123, 2011; in the data active means inhibition above about 13%, passing the limit was not always enough;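 further: 0% = enzyme with probe and DMSO and 100% = no enzyme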
Target sequence (P0A9M0 whole entry, looked up): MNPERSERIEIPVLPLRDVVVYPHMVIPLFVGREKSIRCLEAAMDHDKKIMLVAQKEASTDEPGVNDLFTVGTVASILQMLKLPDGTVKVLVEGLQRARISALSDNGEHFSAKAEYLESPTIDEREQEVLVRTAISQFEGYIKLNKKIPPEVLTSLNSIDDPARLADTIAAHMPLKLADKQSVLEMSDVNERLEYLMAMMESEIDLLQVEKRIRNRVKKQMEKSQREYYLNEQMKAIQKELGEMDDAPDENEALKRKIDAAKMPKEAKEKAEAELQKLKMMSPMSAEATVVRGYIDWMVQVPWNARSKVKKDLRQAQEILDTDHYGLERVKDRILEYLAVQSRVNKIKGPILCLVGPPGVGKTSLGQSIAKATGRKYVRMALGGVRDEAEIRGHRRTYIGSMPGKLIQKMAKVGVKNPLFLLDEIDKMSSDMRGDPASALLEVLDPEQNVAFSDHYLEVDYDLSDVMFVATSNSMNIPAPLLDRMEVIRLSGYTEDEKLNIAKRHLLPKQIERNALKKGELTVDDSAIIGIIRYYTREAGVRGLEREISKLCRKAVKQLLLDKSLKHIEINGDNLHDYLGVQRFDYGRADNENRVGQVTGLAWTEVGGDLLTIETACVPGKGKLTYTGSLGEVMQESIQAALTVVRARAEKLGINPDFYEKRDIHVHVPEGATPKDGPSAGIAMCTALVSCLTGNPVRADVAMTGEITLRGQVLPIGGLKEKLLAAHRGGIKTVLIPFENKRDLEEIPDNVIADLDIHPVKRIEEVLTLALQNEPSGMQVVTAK
MsrA inhibitor – bovine MsrA enzyme inhibitors, primary screen, biochemical, absorbance, HTS; Methionine sulfoxide reductase A (Bos taurus); purified bovine MsrA, absorbance read-out; inhibition, % at 15.5 µM; 0.75% of 360,000 active; in the data active means inhibition above about 4.5%;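 further: 0% = vehicle wells with enzyme and 100% = reference inhibitor wells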
* = called active by the depositor; i = inactive; . = not tested or not shown. Random draw from the library. Share with any hit: about 3.7%.

Compound,E coli Lon inh,PABP1 MLLE inh,Rin1-Abl PPI inh,Rpn11 inh,MsrA inhibitor,MsrA act,MT1-MMP act inh,FAS TE block,CSN deneddyl inh
COc1ccc(NC(=O)C2CCN(S(C)(=O)=O)CC2)c(OC)c1,-2,1,0,i,-1.9,1,0,-5,-1
Cc1cc(-c2nnnn2-c2ccc(F)cc2)no1,3,17,3,i,0.5,-3,0,-6,-5
Cc1ccc(S(=O)(=O)N2CC(O)CC2C(=O)OCC(=O)c2ccccc2Cl)cc1C (configuration not stated),-4,-5,0,i,-0.2,-2,5,5,-2
O=C(c1cc(-c2cccc(Cl)c2)on1)N1CCc2ccccc2C1,5,-20,2,i,-1.9,-12,-3,4,5
CN(CCCNC(=O)CN1C(=O)CC(C)(C)S(=O)(=O)c2ccccc21)C1CCCCC1,2,-4,1,i,0.1,-2,2,-12,11
O=S(=O)(c1ccccc1)N1CCC2(CC1)CO2,4,-2,-2,i,-0.7,-3,1,-5,4
CC(CCc1ccccc1)NC(=O)c1ccc(Cl)nc1 (configuration not stated),-9,-4,0,i,-1.4,-2,-2,4,-3
CCOC(=O)[C@]12CCC=C1N(Cc1ccccc1)C(=O)[C@H](CC(=O)N1CCN(C(=O)c3ccco3)CC1)C2,-2,.,.,.,0.5,-12,.,-10,-3
CCCNC(=O)C1(C)CCCN(C(=O)c2ccc3ccccc3c2)C1 (configuration not stated),-15,-2,-2,i,-0.5,0,3,-3,-8
COc1cccc(-c2nn(C)c3sc(C(=O)NCc4ccc5c(c4)OCO5)cc23)c1,-1,-6,0,i,2.9,-2,-1,23,-1
Cc1occc1-c1nnc(SCC(=O)NCc2ccc3c(c2)OCO3)n1CC(C)C,-7,-2,2,i,2.3,-2,-2,-2,5
COc1ccc(OC)c(NC(=O)COC(=O)Cc2ccsc2)c1,11,14,3,i,0.2,-4,1,-6,3
O=C(COC(=O)c1c2c(nc3ccccc13)/C(=C/c1ccco1)CC2)NC1CCCC1,3,-20,1,i,1.6,-4,-2,5,26
COc1cc(-c2nc(-c3ccccc3)c(-c3ccc(F)cc3)[nH]2)cc2c1OCO2,-1,-1,2,i,1.6,-6,-2,24,-6
Cn1c(SCC(=O)N2CCCCC2)nc2c(c1=O)SCC2,-12,-4,-2,i,3.6,-4,2,-6,-3
O=C(/C=C/c1ccco1)N(Cc1ccccc1F)C1CCS(=O)(=O)C1 (configuration not stated),-8,-4,-7,i,1.5,-5,-7,-6,7
Clc1ccccc1Nc1nnc(-c2ccncc2)s1,-6,-2,-3,i,2.8,-5,-10,-7,-17
CCCCCCC1/C(=N/O)CCC1C(=O)OC (configuration not stated),-2,2,1,i,0.0,-1,4,-2,0
COc1cccc(NC(=O)CN2CCN(CC(=O)Nc3ccc(F)cc3)CC2)c1,-5,-7,7,i,0.8,-2,-2,-3,-1
Cc1ccc(C)c(NC(=S)N2CCCCCC2)c1,-3,-88,2,i,-2.0,4,10,-8,4
O=C(Nc1ccccc1)Nc1nnc(CSCc2ccccc2Cl)s1,-7,8,0,i,0.6,-2,-4,-2,-8
CN(CC1COc2ccccc2O1)C(=O)CSc1ncccn1 (configuration not stated),-10,5,4,i,0.4,-4,0,-4,0
COC(=O)CCC(=O)N1CCCC(CO)(Cc2ccccc2C)C1 (configuration not stated),2,-5,0,i,-0.7,3,-2,-10,-6
CS/C(=N\S(=O)(=O)c1cccs1)Nc1ccc(Cl)cc1,-14,-9,0,i,-0.5,0,6,-3,-6
COCCCN1C(=O)C(=O)/C(=C(/O)c2ccc3c(c2)OCCO3)C1c1ccc(C(=O)OC)cc1 (configuration not stated),-4,6,-2,i,0.2,0,4,-3,1

(cont.)
Compound,E coli Lon inh,PABP1 MLLE inh,Rin1-Abl PPI inh,Rpn11 inh,MsrA inhibitor,MsrA act,MT1-MMP act inh,FAS TE block,CSN deneddyl inh
Cc1ccc(NC(=O)CC(=O)c2ccccc2)cc1C,4,3,-1,i,-0.4,-3,3,3,2
O=c1cc(N2CCOCC2)c2ccccc2o1,0,-7,1,i,0.4,-1,1,-9,1
C#C[C@]1(O)CC[C@H]2[C@@H]3CCc4cc(O)ccc4[C@H]3CC[C@@]21C,-5,-19,-1,i,-0.6,-2,-4,11,-1
COc1cccc(NC(=O)N(C)C[C@H]2OCc3cnnn3CCCC(=O)N([C@H](C)CO)C[C@@H]2C)c1,-8,12,-1,i,-0.9,-2,4,-5,1
COc1ccc(NC(=O)NNC(=O)COc2ccc([N+](=O)[O-])c(C)c2)cc1OC,-8,-7,-1,i,0.2,-1,-1,6,3
COC(=O)C1C2CCCCC1C(=O)O2 (configuration not stated),-4,8,3,i,0.0,-4,1,-3,0
CNC(=S)N(Cc1ccc(OC)cc1)Cc1cc2cccc(C)c2[nH]c1=O,-6,-113,3,i,0.3,-6,4,7,-5
Cc1cc(C)c2nc(N3CCCC(C(=O)NC4CCCC4)C3)sc2c1 (configuration not stated),3,-4,6,i,0.6,-1,-6,7,-3
O=C(CN1C(=O)CC(c2ccccc2)=Nc2ccccc21)NC1CCCCC1,4,-6,4,i,0.1,-3,-2,1,4
CCN(CC)C(=O)CSc1nc(O)cc(=O)n1C,-6,23,-2,i,-0.1,-3,6,-6,-11
CCOc1ccc(NC(=O)N(CCN(C)C)C(C)c2ccncc2)cc1 (configuration not stated),-1,-1,-1,i,-1.0,1,1,0,-1
COc1ccc(OC)c(C(=O)NC(CC(N)=O)c2ccc(NCCOc3ccccc3)c([N+](=O)[O-])c2)c1 (configuration not stated),-12,7,-1,i,-0.9,-2,5,-2,-3
Cc1ccccc1-c1nc2ccccc2c(=O)n1C1CCS(=O)(=O)C1 (configuration not stated),-2,1,3,i,0.0,-4,-4,-8,1
COc1cc(C(C2C(=O)CC(C)(C)CC2=O)C2C(=O)CC(C)(C)CC2=O)ccc1OC(C)=O,-1,15,-1,i,-0.3,-1,3,-4,1
Cc1nn(C(=O)c2ccc3c(c2)OCO3)c(N)c1-c1ccccc1,3,-3,-1,i,0.3,-2,5,15,1
Cc1ccc(S(=O)(=O)CCC(=O)Nc2ccc(Br)cc2)cc1,1,2,-1,i,2.9,-6,5,4,1
O=C1NC[C@H](Cc2ccc(O)cc2)N(C[C@@H]2CCCN2C[C@H](Cc2ccc(O)cc2)N2C[C@H](Cc3ccccc3)N(CC3CCCCCC3)C(=O)C2=O)C1=O,4,.,.,.,0.1,0,4,23,11
CC(C)CNC(=S)N1CCN(Cc2ccc3c(c2)OCO3)CC1,5,-124,-1,i,-0.2,-3,4,1,-8
COc1ccccc1NS(=O)(=O)c1ccc2ccccc2c1,-9,3,-1,i,1.5,-3,2,9,4
CC(=O)c1nnn(-c2cccc([N+](=O)[O-])c2)c1C,-5,-6,0,i,1.7,1,1,-2,-2
Cc1cc(C)nc(Sc2ccc3nnnn3n2)n1,-2,3,-4,i,0.7,-1,1,-5,1
Cc1ccc(OCCNS(=O)(=O)c2ccc(N3CCCC3=O)cc2)cc1,-11,1,0,i,1.4,0,-3,0,2
COc1ccc(C(=O)Nc2nc(-c3ccc(S(=O)(=O)N4CCOCC4)cc3)cs2)cc1,-1,26,-4,i,2.0,-1,9,21,-1
Cc1ccc(C(=O)NC(=S)NNS(=O)(=O)c2ccc(C)cc2)cc1,20,37,0,i,-0.2,3,1,-12,0
CCOC(=O)C(C)Sc1nnc(NC(=O)c2ccc3c(c2)OCO3)s1 (configuration not stated),2,-3,-3,i,5.1*,-5,4,-2,1

Three entries from above, with values under each structure:
The line under a structure holds: E coli Lon inh, PABP1 MLLE inh, Rin1-Abl PPI inh, Rpn11 inh, MsrA inhibitor, MsrA act, MT1-MMP act inh, FAS TE block, CSN deneddyl inh
Cc1cc(C)nc(Sc2ccc3nnnn3n2)n1
 : -2, 3, -4, i, 0.7, -1, 1, -5, 1
O=C1NC[C@H](Cc2ccc(O)cc2)N(C[C@@H]2CCCN2C[C@H](Cc2ccc(O)cc2)N2C[C@H](Cc3ccccc3)N(CC3CCCCCC3)C(=O)C2=O)C1=O
 : 4, ., ., ., 0.1, 0, 4, 23, 11
COc1cccc(NC(=O)N(C)C[C@H]2OCc3cnnn3CCCC(=O)N([C@H](C)CO)C[C@@H]2C)c1
 : -8, 12, -1, i, -0.9, -2, 4, -5, 1

Remaining list, next part.
Compound,E coli Lon inh,PABP1 MLLE inh,Rin1-Abl PPI inh,Rpn11 inh,MsrA inhibitor,MsrA act,MT1-MMP act inh,FAS TE block,CSN deneddyl inh
NNC(=O)C(Cc1cnc[nH]1)NC(=O)OCc1ccccc1 (configuration not stated),-4,-10,2,i,0.6,-1,2,-7,1
O=C(OCCN=C1NS(=O)(=O)c2ccccc21)c1cccs1,-4,4,1,i,-0.4,0,0,-5,-1
NC(=O)COc1ccc2oc(=O)cc(-c3cc4ccccc4o3)c2c1,2,-6,-5,i,23*,-4,-5,17,-4
Nc1nnc(CSCc2cccc(Br)c2)s1,-4,6,6,i,0.0,-11,9,-2,-4
CC(=O)Nc1ccc(-c2csc(NC=C3C(=O)OC(C)(C)OC3=O)n2)cc1,-7,10,-3,i,0.2,-4,1,-2,2
CCOC(=O)COc1ccccc1/C=N/O,12,4,-5,i,-0.6,-2,1,-5,-8
Cc1cccc(OCC(=O)N/N=C/c2sc(=O)n(Cc3cccc(C(=O)O)c3)c2Cl)c1,-9,-64,1,i,3.5,-4,2,-94,9
C[C@H](CO)N1C[C@H](C)[C@@H](CN(C)S(=O)(=O)c2ccc(F)cc2)Oc2ccc(NC(=O)Cc3cn(C)c4ccccc34)cc2C1=O,5,-18,3,i,-0.3,-5,-3,8,4
CN(C(=O)c1ccc(NC(=O)Cc2ccc(NC(=O)C3CCCN(C(=O)C4CC4)C3)cc2)cc1)C1CC1 (configuration not stated),0,-6,11,i,-0.6,0,8,-13,-5
O=C1CC(=C(c2ccccc2)c2ccccc2)C(=O)N1CCCN1CCN(c2cccc(Cl)c2)CC1,-2,-2,2,i,0.8,4,-1,6,-2
COc1ccc(C2=NS(=O)(=O)N(C)C(C(=O)NCc3ccco3)=C2)cc1OC,0,3,0,i,2.4,-1,-5,0,-7
CC(=O)c1cnc2ncnn2c1C,5,6,-3,i,-1.1,0,-1,-11,-12
CCCNC(=O)c1cc(C2CCCCN2S(=O)(=O)c2cn(C)cn2)on1 (configuration not stated),-7,11,-2,i,0.8,-3,2,-6,1
CCCNC(=O)C1(CC2CC(c3ccccc3)=NO2)CCN(C(=O)c2ccccc2)CC1 (configuration not stated),0,-3,-1,i,0.1,-1,2,-12,3
COc1ccc(OC)c(CN(CCN2CCOCC2)C(=O)Nc2ccccc2)c1,-10,8,3,i,-1.4,-2,-4,-7,-9
CCc1c(C)n([O-])c2c([n+]1=O)CCC2,-5,-12,0,i,0.3,-11,3,-5,-5
CC(C)COc1ccc(C(=O)N/N=C/c2ccoc2)cc1,7,-3,1,i,-0.5,-10,2,-2,6
